MMP13 inhibition: MMP13 inhibitors among fluorescent compounds, confirmation, biochemical, possible fluorescent artifacts, delta fluorescence (AID 734); 5,100 tested, under 10 active; inhibition, %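 (each compound tested at 4 µM nominal in triplicate)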; MMP13 fTHP FRET cleavage, delta fluorescence 4 h; hits give high values;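 active means inhibition above the mean inhibition over all tested compounds plus 3 SD, cut at about 75% in these data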;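 further: 0% = DMSO only wells and 100% = 8 µM reference MMP13 inhibitor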
The depositor's hits bear a star. The list is partial. The share of hits here may be higher or lower than overall.

C[N+]1(C)CCc2cc3c(cc2[C@H]1[C@@H]1OC(=O)c2c1ccc1c2OCO1)OCO3
- MMP13 inhibition: 4
O=C1OCCC1NC1=NCCC1 (configuration not stated)
- MMP13 inhibition: 7
COC(=O)c1c(N)n(Cc2ccc(OC)cc2)c2nc3ccccc3nc12
- MMP13 inhibition: -40
Cc1cc(OCc2nn[nH]n2)c2c3c(c(=O)oc2c1)CCCC3
- MMP13 inhibition: 2
CCCCNC(=O)c1c(N)n(CCCOC)c2nc3ccccc3nc12
- MMP13 inhibition: -9
CCOC(=O)C(C)Oc1cc(C)cc2oc(=O)c3c(c12)CCCC3 (configuration not stated)
- MMP13 inhibition: 0
Nc1c(C(=O)NCCc2ccccc2)c2nc3ccccc3nc2n1CCN1CCOCC1
- MMP13 inhibition: 2
CC(C)[C@H]1C(=O)N2CCC[C@H]2[C@]2(O)O[C@](NC(=O)[C@@H]3C=C4c5cccc6[nH]cc(c56)C[C@H]4N(C)C3)(C(C)C)C(=O)N12
- MMP13 inhibition: -9
CCOC(=O)c1cc(C)n(CCc2cnc[nH]2)c1C
- MMP13 inhibition: 5
C=CCOC(=O)COc1cc(C)cc2oc(=O)c3c(c12)CCC3
- MMP13 inhibition: -6
O=C(c1ccc(CNS(=O)(=O)c2ccccc2)cc1)N1CCC2(CC1)OCCO2
- MMP13 inhibition: 2
Nc1c(C(=O)NCc2ccco2)c2nc3ccccc3nc2n1Cc1ccc(F)cc1
- MMP13 inhibition: -22

Filtered by structure: the entries above with a carbonyl joined to an NH by a bond outside any ring
CCCCNC(=O)c1c(N)n(CCCOC)c2nc3ccccc3nc12
- MMP13 inhibition: -9
Nc1c(C(=O)NCCc2ccccc2)c2nc3ccccc3nc2n1CCN1CCOCC1
- MMP13 inhibition: 2
CC(C)[C@H]1C(=O)N2CCC[C@H]2[C@]2(O)O[C@](NC(=O)[C@@H]3C=C4c5cccc6[nH]cc(c56)C[C@H]4N(C)C3)(C(C)C)C(=O)N12
- MMP13 inhibition: -9
Nc1c(C(=O)NCc2ccco2)c2nc3ccccc3nc2n1Cc1ccc(F)cc1
- MMP13 inhibition: -22

Screens deposited in PubChem by The Scripps Research Institute Molecular Screening Center.
